From PubChem
MMP-13 inhibitor = human MMP13 inhibitors, primary screen, biochemical, FRET peptide cleavage | inhibition, % at 4 µM | MMP-13 fTHP FRET cleavage, Mca fluorescence | 65,000 tested, 0.07% active;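 active means inhibition above the mean of compound-free control plate wells plus 3 SD, cut at about 14% in these data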;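 further: 0% = DMSO wells and 100% = wells with reference MMP-13 inhibitor after basal subtraction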
AP complement = alternative complement pathway inhibitors, primary screen, biochemical, ELISA, human serum, orthogonally pooled compounds | AID 1235, 2008 | inhibition, % at 5 µM | LPS-coated ELISA, C3 deposition; tested in compound mixtures | 62,000 tested, 0.08% active;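 active means inhibition above 30% in each of the two pooled mixtures holding the compound, so the lower value exceeds 30%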;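 further: 0% = serum in Mg-EGTA without compound and 100% = EDTA serum blank; some compounds past the cut are filed as inactive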
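Test system – human serum alternative complement pathway, C3 deposition on LPS-coated wells · Buffer or medium – diluted human serum in Mg2+-EGTA GVB++ · Compound dosing – 5 µM each compound, pools of ten, 50 µM per pool · Schedule – 1 h serum-compound exposure at 37 °C · Measured by – Anti-C3 ELISA, OD 450 nm · Read-out basis – percent inhibition of C3 deposition onto LPS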
Abs 340nm = compound light absorbance at 340 nm, profiling panel, artefact control, biochemical, MLSMR library, data from PS, PMK, MK assays | fold change at 10 µM | compound absorbance at 340 nm, fold over control | 65,000 tested, under 10 active;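 active means at 10 µM dose, initial 340 nm absorbance at least 2 fold that of control wells; inactive means change under 2 fold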;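 further: initial absorbance extrapolated from kinetic A340 decline of NADH oxidation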
Hsp90 inh = tumor Hsp90 inhibitors, primary screen, cell lysate, fluorescence polarization, NCI-N417 lysate | Cy3B-geldanamycin FP displacement | inhibition, % at 30 µM | 64,000 tested, 0.35% active | AID 429, 2006;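 active means inhibition above 50%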;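 further: 0% = tracer plus lysate wells and 100% = tracer alone without lysate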
DUSP1 inh = MKP-1 phosphatase inhibitors, primary screen, biochemical, in vitro; Dual specificity protein phosphatase 1 (Homo sapiens), P28562; 65,000 tested, 0.15% active; inhibition, %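 (compounds tested at a single concentration somewhere between 10 and 100 µM)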; recombinant MKP-1, OMFP hydrolysis fluorescence;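 active means inhibition above about 50%, limit read from the data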;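 further: 0% = DMSO max control wells and 100% = wells with enzyme stopped by NaOH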
Target sequence (P28562 whole entry, looked up): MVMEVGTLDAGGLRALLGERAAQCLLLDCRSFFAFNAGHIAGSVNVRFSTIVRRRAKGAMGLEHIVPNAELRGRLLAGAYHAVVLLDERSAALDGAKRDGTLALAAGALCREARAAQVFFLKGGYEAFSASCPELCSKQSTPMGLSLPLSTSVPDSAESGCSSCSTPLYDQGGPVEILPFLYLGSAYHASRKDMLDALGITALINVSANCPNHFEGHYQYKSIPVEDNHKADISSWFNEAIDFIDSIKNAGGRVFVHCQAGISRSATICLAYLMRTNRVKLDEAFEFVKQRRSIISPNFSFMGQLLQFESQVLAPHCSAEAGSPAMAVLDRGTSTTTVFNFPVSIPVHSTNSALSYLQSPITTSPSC
Cdc25B block = inhibitors of Cdc25B phosphatase catalytic domain, primary screen, biochemical, OMFP fluorescence | M-phase inducer phosphatase 2 (Homo sapiens), P30305 | 65,000 tested, 0.1% active | inhibition, %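 (compounds tested at 10 µM final in the well)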 | recombinant Cdc25B, OMFP fluorescence Ex485/Em525; in the data active means inhibition above about 50%
JNK3 blocker = JNK3 kinase activity inhibitors, primary screen, biochemical, human, purified enzyme | Mitogen-activated protein kinase 10 (Homo sapiens), P53779 | HTS | inhibition, % at 8 µM | 60,000 tested, 0.61% active | AID 746, 2007; in the data active means inhibition above about 17%;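 further: 0% = DMSO and 100% = reference inhibitor; many of its hits are not listed in these tables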
FXIa inh mix = FXIa protease inhibitors in compound pools, primary screen, biochemical, 10-compound mixtures; 62,000 tested, 0.19% active; purified FXIa, fluorogenic substrate, pooled mixtures; AID 680, 2007; inhibition, % at 5 µM;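 further: each value is inhibition by a whole ten-compound pool holding the compound; 0% = enzyme with no mixture and 100% = wells lacking enzyme; strong numbers were not always called active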
FXIIa inh mix = human factor XIIa inhibitors, primary screen, biochemical, pooled compound mixtures, fluorogenic substrate. Coagulation factor XII (Homo sapiens), P00748. purified FXIIa. inhibition, % at 5 µM. 62,000 tested, 0.2% active. AID 684, 2007;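 further: 0% = enzyme without compound and 100% = no enzyme blank; some results filed as inactive read as strong as hits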
Target sequence (P00748 20-372 limits assumed): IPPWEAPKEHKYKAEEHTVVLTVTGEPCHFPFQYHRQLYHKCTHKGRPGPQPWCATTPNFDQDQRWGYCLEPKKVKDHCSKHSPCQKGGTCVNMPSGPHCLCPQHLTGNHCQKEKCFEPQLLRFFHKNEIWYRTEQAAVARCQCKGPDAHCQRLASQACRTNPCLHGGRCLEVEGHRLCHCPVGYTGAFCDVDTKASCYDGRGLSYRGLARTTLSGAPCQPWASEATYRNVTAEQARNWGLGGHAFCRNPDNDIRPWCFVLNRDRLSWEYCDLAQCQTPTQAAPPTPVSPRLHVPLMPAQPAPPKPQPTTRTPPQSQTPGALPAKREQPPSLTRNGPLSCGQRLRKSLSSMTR
Target sequence (P00748 373-615 limits assumed): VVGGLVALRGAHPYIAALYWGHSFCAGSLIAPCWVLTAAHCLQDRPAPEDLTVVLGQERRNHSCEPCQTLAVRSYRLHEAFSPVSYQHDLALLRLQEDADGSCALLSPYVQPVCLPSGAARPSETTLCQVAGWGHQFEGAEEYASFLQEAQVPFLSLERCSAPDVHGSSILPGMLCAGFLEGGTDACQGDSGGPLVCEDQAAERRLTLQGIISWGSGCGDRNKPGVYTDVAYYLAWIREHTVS
* = called active by the depositor; x = not tested or not shown; [ ] = remark or other dose. Unless noted, no stated cut-off is given here; in the data, active means inhibition above about 20% (passing the limit was not always enough); inactive means the rest. Random draw from the library; overall some 1.5% were active at least once.

Values run as follows: MMP-13 inhibitor	AP complement	Abs 340nm	Hsp90 inh	DUSP1 inh	Cdc25B block	JNK3 blocker	FXIa inh mix	FXIIa inh mix
> CCC(CO)NC(=O)c1cccc(S(=O)(=O)N2c3ccccc3CC2C)c1 (stereo not given)
→ 7	-6	0.97	1	-9	-12	-3	28	-1
> CCn1nnnc1-c1ccc(OC)c(S(=O)(=O)NCc2ccccc2)c1
→ 2	3	1	-6	-11	0	2	6	1
> Fc1ccccc1CCNc1nnnn1-c1ccccc1
→ 2	7	1.1	0	12	1	x	1	4
> O=C(c1cc(-c2ccc(Cl)c(Cl)c2)on1)N1CCN(c2ccccc2)CC1
→ -11	2	1	2	2	-12	2	10	8
> CCc1ccc2c(COC(=O)c3n[nH]c4ccccc34)cc(=O)oc2c1
→ 1	20	1	-2	26	-4	21*	7	-18
> COc1cc(C2N(c3cc(C)on3)C(=O)C3CCCN32)cc(OC)c1OC (stereo not given)
→ -1	6	1	-1	4	7	-5	8	-2
> Cc1ccccc1OCc1nnc(SCC(=O)Nc2ccc3c(c2)OCO3)n1C
→ 1	13	1	1	6	-2	7	-7	5
> Clc1ccc(C2=Nn3c(nnc3-c3cccnc3)SC2)s1
→ 1	3	1.1	-4	-8	-9	-7	2	10
> Cc1nc(SCC(=O)Nc2ccnc3ccccc23)n[nH]1
→ -2	6	1	-2	-6	-4	3	-4	4
> O=C(CN1C(=O)C2CC=CCC2C1=O)Nc1nc2ccccc2[nH]1 (stereo not given)
→ 1	1	1	-2	4	2	1	-2	-1
> COc1ccc(N2C(=O)CC(NCc3cccc(F)c3)C2=O)cc1 (stereo not given)
→ 5	1	1	-5	-10	-4	-3	1	2
> CCCN(CCC)S(=O)(=O)c1ccc(C(=O)O)cc1
→ 0	-1	0.99	2	-20	2	1	-9	1
> COCCn1nnnc1C(c1cc(OC)ccc1OC)N1CCc2ccccc2C1 (stereo not given)
→ 4	-6	1.1	-10	23	4	-7	4	1
> CCn1c(SCC(=O)c2ccc(NS(=O)(=O)c3ccccc3)cc2)nnc1-c1cccs1
→ -4	11	1.3	2	38	-4	2	9	-43
> CC(=O)N1CCCc2cc(S(=O)(=O)N(C)CCC#N)ccc21
→ -7	9	1	-2	5	-13	-11	8	2
> Cc1ccc2oc(=O)c3cnn(CC(=O)N4CCN(c5ccccn5)CC4)c3c2c1
→ -6	8	1.1	-3	-1	-16	37*	-1	-7
> CCOc1ccc(/C(O)=C2/C(=O)C(=O)N(Cc3cccnc3)C2c2ccc(N(C)C)cc2)c(C)c1 (stereo not given)
→ 4	26	1.1	-3	13	-7	0	-2	-16
> COc1ccc2nc(/N=C\N(C)C)sc2c1
→ 1	3	1	-1	-18	0	-4	-5	1
> CSCC[C@@H](C(=O)Nc1ccc2c(c1)OCCO2)N1Cc2ccccc2C1=O
→ 5	21	1.1	2	1	-22	-8	-10	-5
> COc1cc(C2N=C(c3ccccc3)NO2)cc(Br)c1O (stereo not given)
→ 0	-10	1	4	-6	-17	x	-15	-16

Another view of part of the listing above:
mol	MMP-13 inhibitor	AP complement	Abs 340nm	Hsp90 inh	DUSP1 inh	Cdc25B block	JNK3 blocker	FXIa inh mix	FXIIa inh mix
CCc1ccc2c(COC(=O)c3n[nH]c4ccccc34)cc(=O)oc2c1	1	20	1	-2	26	-4	21*	7	-18
COc1cc(C2N(c3cc(C)on3)C(=O)C3CCCN32)cc(OC)c1OC (stereo not given)	-1	6	1	-1	4	7	-5	8	-2
Cc1ccccc1OCc1nnc(SCC(=O)Nc2ccc3c(c2)OCO3)n1C	1	13	1	1	6	-2	7	-7	5
Clc1ccc(C2=Nn3c(nnc3-c3cccnc3)SC2)s1	1	3	1.1	-4	-8	-9	-7	2	10

Later entries
Values run as follows: MMP-13 inhibitor	AP complement	Abs 340nm	Hsp90 inh	DUSP1 inh	Cdc25B block	JNK3 blocker	FXIa inh mix	FXIIa inh mix
> NC(=O)CSc1c[nH]c2ccccc12
→ 2	x	1	-4	-11	4	7	x	x
> CCC(=O)Nc1cc(C)c(NC(=O)C23CC4CC(CC(C4)C2)C3)cn1
→ -7	17	0.98	-2	-5	-10	2	3	2
> CCNc1nc(NCC)n2c(SCc3ccc(F)cc3)nnc2n1
→ -11	2	1	-1	17	1	-4	6	13
> COc1cccc(-c2cc(C(=O)Nc3cnn(Cc4ccc(F)cc4)c3)no2)c1
→ -6	9	1	4	6	4	7	-3	-17
> CCC1CCCCN1Cc1nc2c(c(=O)n(C)c(=O)n2C)n1Cc1ccccc1 (stereo not given)
→ -2	4	1	0	7	-7	-1	3	1
> O=C(Oc1cccc(-n2cnnn2)c1)c1sc2ccccc2c1Cl
→ -16	18	1.1	0	6	-9	7	12	3
> CCOC(=O)c1c(C)c(C(=O)NCCCN2CCCC2=O)c(C)n1CC
→ 4	4	1	-5	10	-5	-7	-1	17
> CCCC(c1nnnn1Cc1ccccc1)N1CCC(C(N)=O)CC1 (stereo not given)
→ -10	-1	0.99	0	-31	-15	3	6	-6
> CCOC(=O)c1cc2ccccc2nc1C
→ -1	-7	1.1	3	23	-1	x	6	2
> Cc1ccc(-c2cc(C(=O)NCc3ccco3)no2)cc1
→ 0	22	1	-10	27	-13	-1	7	7
> COc1cccc2sc(Nc3nnc(-c4cccs4)o3)nc12
→ -16[fluorescence artefact?]	20	1.1	3	41	29	-4	6	3
> CC(C)=CCC/C(C)=C/CN(CC(C)O)CC(C)O (stereo not given)
→ 0	-5	1.1	-2	-11	-3	-2	2	4
> Cc1cc(C)n(-c2nncn2/N=C/c2ccccc2F)n1
→ -3	15	1	-6	12	6	2	14	3
> Cc1ccc2c(c1)cc(C)c1nnc(SCC(=O)NCc3ccco3)n12
→ -1	-5	0.98	-1	-8	-14	4	4	-11
> CN(C)Cc1nc2c([nH]1)c(=O)n(C)c(=O)n2C
→ 2	4	1	-1	2	-2	13	1	-3
> C=CCc1cccc(/C=N/c2nc3ccccc3n2CC)c1O
→ 0	1	1.1	-4	-3	2	0	5	1
> CN(C)S(=O)(=O)N1CCN(C(=O)c2ccccc2Cl)CC1
→ 2	9	1.1	-1	0	-2	3	4	9
> COc1cc(C(c2nnnn2C(C)(C)C)N2CCN(c3nc4ccccc4s3)CC2)ccc1O (stereo not given)
→ 2	13	1	-2	-12	0	4	2	3
> CC(C)Sc1nc2c(cnn2-c2ccccc2)c(=O)[nH]1
→ 3	-7	1	-5	-4	-7	4	8	5
> O=C1CC2(CCCCC2)Oc2ccc(O)cc21
→ 2	1	0.99	-4	3	-6	x	0	4

JNK3 blocker, what is marked active above
Structure,MMP-13 inhibitor,AP complement,Abs 340nm,DUSP1 inh,Cdc25B block,JNK3 blocker,FXIa inh mix,FXIIa inh mix
CCc1ccc2c(COC(=O)c3n[nH]c4ccccc34)cc(=O)oc2c1,1,20,1,26,-4,21*,7,-18
Cc1ccc2oc(=O)c3cnn(CC(=O)N4CCN(c5ccccn5)CC4)c3c2c1,-6,8,1.1,-1,-16,37*,-1,-7

Going on with the list:
Values run as follows: MMP-13 inhibitor	AP complement	Abs 340nm	Hsp90 inh	DUSP1 inh	Cdc25B block	JNK3 blocker	FXIa inh mix	FXIIa inh mix
> O=C(Nc1ccc2c(c1)oc1ccccc12)c1ccncc1
→ 5	-3	1.1	-2	10	-6	-4	12	14
> Cc1cc(-n2nc(C)cc2C)n2ncc(-c3ccccc3)c2n1
→ -3	-2	1	-2	-13	4	6	4	3
> CN(C)c1ccc(C2C3C(=O)NC(=O)C3ON2c2ccc(Cl)cc2)cc1 (stereo not given)
→ 1	9	1.1	5	18	-9	-2	9	-6
> COCCNC(=O)c1ccc(CS(=O)(=O)c2ccc(C)cc2)o1
→ 4	5	1	-1	20	-5	2	-1	9
> CCCCSc1nnc(-c2ccccc2N)c(=O)[nH]1
→ 3	3	1.1	-2	-1	-17	-6	4	2
> CCOc1ccc(-c2n[nH]c(C)c2Oc2ccccc2OC)c(O)c1
→ 2	8	1	1	28	2	-6	7	13
> O=S(=O)(Nc1ccc2c(c1)OCCO2)c1cccs1
→ 0	3	1	5	0	2	4	5	6
> COC(=O)c1sccc1NC(=O)c1ccoc1C
→ 4	5	1	-1	1	-14	0	5	-1
> CC(C)CNS(=O)(=O)c1ccc(CCC(=O)N2CCN(Cc3ccccc3)CC2)cc1
→ 6	5	1	-9	17	-5	x	12	-6
> Cc1cc(NC(=O)c2oc3ccccc3c2C)ccc1-n1cnnn1
→ -2	-25	1	-1	23	-5	5	4	2
> COC(=O)c1[nH]c2cc(OC)ccc2c1NC(=O)c1ccc2c(c1)OCO2
→ 6	3	1.1	x	-4	-2	x	7	3
> CCOC(=O)N1CCC(Nc2c(N3CCN(c4cccc(C(F)(F)F)c4)CC3)c(=O)c2=O)CC1
→ 4	16	1	0	34	-5	-2	8	3
> COCc1cc(C)nc2sc(C(=O)OC(C)C)c(N)c12
→ -13	7	1.1	-11	4	-5	5	2	6
> O=C1C=C(O)CC(c2ccco2)C1 (stereo not given)
→ 3	x	1.1	-2	-28	3	-2	x	x
> O=C(NCCc1ccccn1)c1ccc(S(=O)(=O)N2CCCCCC2)cc1
→ 5	7	1	-1	8	-19	0	-2	1
> Cc1ccc(C(=O)O)c(C(=O)Nc2nc(C)cs2)c1
→ -5	-2	1	-5	2	-9	2	1	0
> CCOC(=O)c1c[nH]c2c3c(ccc2c1=O)CCCC3
→ -6	17	1	-2	11	-5	1	10	8
> C/C(N)=C(/C#N)C(=O)CSc1nnnn1-c1ccc(C)cc1C
→ 6	14	1	-7	6	7	2	15	-24
> COCc1nn2c(N)c(C#N)cnc2c1-c1ccccc1
→ -2	11	1.1	-9	-1	-3	-1	0	12
> O=C(CSc1ccc(Cl)cc1)c1ccco1
→ -1	4	1	x	22	3	x	5	3
> CCc1nc2ccccc2c(=O)n1NC(=O)c1c(O)c2ccccc2[nH]c1=O
→ 0	-7	1	0	-12	2	1	1	0
> CCOC(=O)c1cnc(-n2nc(C)cc2C)nc1NCc1ccc2c(c1)OCO2
→ -1	1	1	2	-14	2	2	5	1

Results in AP complement, FXIa inh mix and Hsp90 inh, for some of the entries so far:
structure,AP complement,FXIa inh mix,Hsp90 inh
CCc1nc2ccccc2c(=O)n1NC(=O)c1c(O)c2ccccc2[nH]c1=O,-7,1,0
COCCNC(=O)c1ccc(CS(=O)(=O)c2ccc(C)cc2)o1,5,-1,-1
C/C(N)=C(/C#N)C(=O)CSc1nnnn1-c1ccc(C)cc1C,14,15,-7
O=C(Nc1ccc2c(c1)oc1ccccc12)c1ccncc1,-3,12,-2
CCCCSc1nnc(-c2ccccc2N)c(=O)[nH]1,3,4,-2
